IMPase Li inh: membrane-permeable IMPase blocker, potentiated with lithium | CHO-M1 cells, IP1 TR-FRET (IP-One), carbachol + lithium | AID 1457 | Potency, µM (top dose mostly 59.4 µM), without a hit: at the highest dose activity, negative = IMPase inhibition, actives largely listed as inhibitors | 0.35% of 210,000 active;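 note: IP1 builds up when IMPase is blocked and the TR-FRET signal falls; plate controls were basal vehicle for no effect and high inhibitor control for full effect; nearly all actives have a fitted effect of over 50% in size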
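Test compounds were applied to CHO-M1 cells previously cultured for 16–30 h at 2000 per well. A small lithium amount accompanied them; after 30 min at 37C, IP1 was quantified by TR-FRET.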
RECQ1 helicase: blocks DNA unwinding by human RECQ1. P46063. RECQ1 DNA unwinding, red fluorescence kinetic read. Potency, µM (titrated, usually from 57.3 µM), for inactives: top-dose activity, negative = inhibition, hits mostly inhibitors. 0.54% of 240,000 active. AID 2549;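 note: plate controls were vehicle for no effect and no enzyme for full effect; nearly all actives have a fitted effect of over 30% in size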
Target sequence (P46063 whole entry, looked up): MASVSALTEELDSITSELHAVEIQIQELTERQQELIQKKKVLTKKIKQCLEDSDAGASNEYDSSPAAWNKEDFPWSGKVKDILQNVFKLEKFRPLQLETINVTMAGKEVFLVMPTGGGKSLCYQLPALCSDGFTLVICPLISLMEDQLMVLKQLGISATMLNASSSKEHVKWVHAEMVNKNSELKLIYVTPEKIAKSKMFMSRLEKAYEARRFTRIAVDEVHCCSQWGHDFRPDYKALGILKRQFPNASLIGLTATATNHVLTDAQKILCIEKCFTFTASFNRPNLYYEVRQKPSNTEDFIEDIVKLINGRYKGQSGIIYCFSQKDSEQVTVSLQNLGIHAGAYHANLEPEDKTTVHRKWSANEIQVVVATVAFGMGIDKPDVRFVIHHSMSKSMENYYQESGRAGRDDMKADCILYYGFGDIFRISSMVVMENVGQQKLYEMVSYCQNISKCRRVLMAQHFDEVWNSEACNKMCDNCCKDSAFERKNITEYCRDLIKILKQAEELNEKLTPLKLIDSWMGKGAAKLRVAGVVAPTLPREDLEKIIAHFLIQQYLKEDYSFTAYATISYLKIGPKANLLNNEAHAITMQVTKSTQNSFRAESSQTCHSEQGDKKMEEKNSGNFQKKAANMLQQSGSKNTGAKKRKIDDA
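50 nM RECQ1T1 preincubated 15 min with compound in Tris pH 8.0 buffer with MgCl2, DTT, Tween-20 and 2.5 ug/ml poly(dI-dC); started with 200 nM TAMRA/BHQ-2 forked duplex and 2 mM ATP. Unwinding read as fluorescence (525/598 nm), two reads 2 h apart.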
JMJD2E inh: JMJD2E (human) inhibition. B2RXH2. JMJD2E catalytic domain, FDH-coupled NADH fluorescence (FDH is formaldehyde dehydrogenase). Potency, µM (highest dose often 57.1 µM), without a hit: top-dose activity change, negative = inhibition, actives largely listed as inhibitors. 1.6% of 230,000 active. AID 2147; active = well fitted inhibition curve with a large enough effect, not every such curve was filed as active; inconclusive = small, poorly fitted or top-dose-only effect, or another doubt; inactive = no such curve, though single readings can be large or run the other way;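 note: 0% = wells with enzyme and -100% = buffer wells without enzyme; nearly all actives have a fitted effect of over 50% in size; many of its hits are not listed in these tables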
Epigenetic derep: epigenetic control regulation, reporter derepression; murine LDR cells, GFP reporter derepression, 30 h; AID 1865; 0.2% of 280,000 active; Potency, µM (top dose mostly 53.9 µM), inactives show top-dose GFP activation, hits mostly activators; note: % of control where 0% means no effect; nearly all actives have a fitted effect of over 60% in size
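Murine LDR cells bearing a silenced CMV-driven GFP reporter were exposed to compound for 30 h at 37 C. After PBS washes, GFP-positive cells (20-120 um objects) counted by laser-scanning microplate cytometry.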
SMN2 splice up: SMN2 splice variant enhancement | HEK293 SMN2-luciferase splicing reporter, luminescence, 30-36 h | Potency, µM (titrated, usually from 46.1 µM), without a hit: at the highest dose activity change, positive = activation, usual class: activators | 2.8% of 210,000 active | AID 1458; note: % of control where 0% means no effect; nearly all actives have a fitted effect of over 55% in size
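HEK293 cells carry an SMN2 […]–luciferase reporter in which exon 7 inclusion puts luciferase in frame. Cells were plated 10-12 h before compound addition, then incubated 30-36 h at 37C. ONE-Glo luminescence was read; sodium butyrate at 4.5 mM final served as control.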
NPSR antagonist: antagonists of human neuropeptide S receptor cAMP signaling; CHO-NPSR cells, cAMP TR-FRET, antagonist mode; Potency, µM (top dose mostly 38.3 µM), for inactives: at the top dose activity change, negative = inhibition, actives largely listed as inhibitors; 1% of 220,000 active; AID 1461; note: % is set by controls: 0 for no effect and ±100 for the full control effect; nearly all actives have a fitted effect of over 50% in size; many of its hits are not listed in these tables
Target sequence (Q6W5P4 whole entry, looked up): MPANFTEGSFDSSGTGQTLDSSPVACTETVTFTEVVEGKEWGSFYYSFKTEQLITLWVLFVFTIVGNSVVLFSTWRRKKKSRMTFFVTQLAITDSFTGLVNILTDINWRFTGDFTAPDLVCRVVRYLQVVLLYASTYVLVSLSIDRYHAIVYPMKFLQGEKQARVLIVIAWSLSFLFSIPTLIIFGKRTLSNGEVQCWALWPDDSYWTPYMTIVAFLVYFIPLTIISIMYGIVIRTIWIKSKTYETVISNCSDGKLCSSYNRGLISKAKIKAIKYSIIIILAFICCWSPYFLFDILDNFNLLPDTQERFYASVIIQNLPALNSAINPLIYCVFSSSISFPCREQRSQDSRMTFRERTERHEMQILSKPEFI
GoLoco inh red: RGS12 GoLoco-Gai1 interaction inhibition; P63096; Gai1:RGS12 GoLoco peptide FP, rhodamine, 10 min; Potency, µM (top dose mostly 61.6 µM), for inactives: top-dose activity, negative = inhibition, hits mostly inhibitors; 0.44% of 230,000 active; active = well fitted inhibition curve with a large enough effect, not every such curve was filed as active; inactive = no such curve, though single readings can be large or run the other way; note: % is set by controls: 0 for no effect and ±100 for the full control effect; nearly all actives have a fitted effect of over 30% in size; many of its hits are not listed in these tables
Luc counter: blocks Kinase-Glo luciferase, a counter-screen artifact | Q27757 | Kinase-Glo luciferase, ATP luminescence, 8 min | Potency, µM (highest dose often 38.3 µM), for the others: top-dose activity change, negative = inhibition, most hits filed as inhibitors | 0.28% of 200,000 active | AID 1379; note: % is set by controls: 0 for no effect and ±100 for the full control effect; nearly all actives have a fitted effect of over 60% in size
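Light output from Kinase-Glo luciferase with luciferin and 10 uM ATP in 50 mM imidazole pH 7.2, KCl, MgCl2, Tween 20, BSA; compound pin-delivered, 8-min ambient incubation, then luminescence read.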
An asterisk follows results filed as active; i = inactive; ? = inconclusive; . = not tested or not shown; & = joins results of further samples; [ ] = remark or other dose. Unless noted, calls come from the whole dose curve; as a rule, active = well fitted curve in the direction sought with a large enough effect; inconclusive = small, poorly fitted or top-dose-only effect, or another doubt; inactive = no such curve, though single readings can be large; an effect the other way counts as inactive or inconclusive. Potency is the fitted concentration of half-maximal effect. Not all compounds are listed (hit frequency here may not be typical).

Sequence of screens – IMPase Li inh	RECQ1 helicase	JMJD2E inh	Epigenetic derep	SMN2 splice up	NPSR antagonist	GoLoco inh red	Luc counter
> O=C(O)C1C2C=CC(C2)C1C(=O)NC1CCS(=O)(=O)C1 (stereo unspecified)
  -5%[38.3 µM]	4%	0%	-6.1%	-10%	9%[46.1 µM]	-1%	-2%
> Cc1cccc(/C=N/N(CCO)C2=NS(=O)(=O)c3ccccc32)c1
  -2%	-3%	-2%	1.0%	-19%	-13%	-1%	2%
> O=C(Nc1cccc(S(=O)(=O)N2CCCCC2)c1)Nc1ccc(Cl)cc1Cl
  14%	-11%	-3%	-1.1%	-46%[inhibitor]	?	5%	1%
> CC(C)OC(=O)Cn1nc(C(F)(F)F)c2c1CCCC2
  1%	3%	-13%	-5.6%	.	-7%	6%	-1%
> C[C@@H](C(=O)NCCc1c[nH]c2ccccc12)[C@@H]1C[C@@]1(C)[C@@H](NC(=O)OCc1ccccc1)c1ccccc1
  9%&-2%	18%&-8%	1%&-24%	-1.6%&6.6%	-30%&-20%	-13%	21%&1%	1%&-6%
> CCCCOc1ccc(-c2cc(C(=O)NNC(=S)NCC)c3ccccc3n2)cc1
  29%[38.3 µM]	-7%	?	-1.0%	3.2µM*	-17%[46.1 µM]	1%	?
> COc1ccc(N2CCN(c3nc(NC(C)(C)C)nc(N4CCCCC4)n3)CC2)cc1
  27%[38.3 µM]	0%	0%	0.0%	-48%[inhibitor]	-25%[46.1 µM]	-7%	-2%
> Cc1ccc(S(=O)(=O)NCC(=O)N(CC(=O)NCC2CCCO2)CC2CCCO2)cc1 (stereo unspecified)
  -1%	i	-3%	-3.2%	-7%	7%	4%	2%
> Cc1cc(C)c(NC(=S)N(CCCN2CCN(C)CC2)Cc2cccs2)c(C)c1
  -1%	-14%	0%	0.1%	-11%	-11%	6%	-2%
> CCCCC(=O)OCC(=O)c1ccc(OCC)cc1
  3%	-10%	5%	-1.0%	-5%	-4%[46.1 µM]	-18%	-23%
> CCC(=O)Nc1ccc(-c2cc3ccccc3oc2=O)cc1
  -17%	i	?	-3.2%	8.9µM*	-25%	10%	1%
> Cc1cccc(NC(=O)Cn2cnc3c(cnn3-c3ccc(F)cc3)c2=O)c1C
  -1%[38.3 µM]	-9%	0%	0.0%	-28%	-1%[46.1 µM]	0%	0%
> Cc1ccc(C)n1-c1ccc(C(=O)Nc2ccccc2F)cc1
  1%	-2%	-19%	6.8%	.	-20%	8%	-6%
> Cc1nn(C)cc1C1C2=C(CC(C)(C)CC2=O)N(c2ccccc2)C2=C1C(=O)CC(C)(C)C2
  35%[activator][38.3 µM]	i	?	-0.1%	-22%	-7%[46.1 µM]	-1%	-3%
> COCCn1c(N2CCN(c3ccc(OC)cc3)CC2)nc2c1c(=O)n(C)c(=O)n2C
  5%[38.3 µM]	i	-3%	1.7%	6%	-11%[46.1 µM]	-8%	0%
> CS(=O)(=O)Nc1ccc(C(=O)NCC2CCCO2)cc1 (stereo unspecified)
  26%[38.3 µM]	-7%	0%	-1.1%	?	-8%[46.1 µM]	6%	8%
> CCc1c(SCCC(=O)O)nc2ccccc2c1C
  ?	0%	?	2.1%	.	26%	13%	0%
> O=C(COc1ncnc2ccccc12)Nc1cccc([N+](=O)[O-])c1
  0%	i	0%	-0.9%	0%	2%	12%	0%
> C=CCSC1=N/C(=C\c2ccc(C(=O)O)cc2)C(=O)S1
  0%	i	?	-1.3%	17%	5%	17%	-1%
> O=C(CSc1nc(-c2ccncc2)nn1CC(=O)N1CCCCC1)NC1CCCC1
  8%[38.3 µM]	7%	2%	0.1%	1%	10%[46.1 µM]	3%	2%
> CN(C)c1ccc(/C=N\NC(=O)c2cccc3cc[nH]c23)cc1
  .	-16%	?	4.9%	.	?	-1%	.
> CCOC(=O)N1CCC(NC(=O)C2=C(C)C(=O)OC23CCC(C)CC3)CC1 (stereo unspecified)
  -4%	2%	-6%	-1.0%	-11%	-4%[46.1 µM]	3%	1%
> Cc1ccc(Cn2cc(/C=N/NC(=O)Cc3nnc(NC(=O)c4ccc(C)cc4)s3)c3ccccc32)cc1
  -2%	13%	14%	-1.3%	-25%	19%	8%	-1%
> Nc1cc2c(cc1[N+](=O)[O-])OCCO2
  5%	0%	-2%	0.0%	12%	-8%	-2%	-3%
> CCOc1ccccc1N(CC(=O)O)S(=O)(=O)c1ccccc1
  19%[38.3 µM]	-2%	2%	-2.9%	?	-17%[46.1 µM]	-3%	-12%
> Cn1c(CNC(=O)C(C)(C)C)nc2ccccc21
  13%[38.3 µM]	-9%	2%	0.0%	3%	-6%[46.1 µM]	10%	0%
> O=C(CN1CCOCC1)Nc1c2c(nc3ccccc13)N(Cc1ccccc1)CC2
  3%	6%	?	1.2%	2%	-6%[46.1 µM]	-3%	0%
> CCOc1nc(NCCN2CCOCC2)nc(NC(C)C)n1
  2%	-4%	-4%	-1.0%	13%	8%[46.1 µM]	-4%	1%
> Cc1cc(OCC(=O)c2cccc(C(F)(F)F)c2)n2cnnc2n1
  .	i	-4%	-1.0%	.	-9%	-1%	.
> COc1ccc(C(=O)Nc2cc3c(cc2Cl)OCCCO3)cc1
  35%[38.3 µM]	i	0%	-2.1%	?	-6%[46.1 µM]	7%	-3%
> CCC(NC(=O)c1ccccc1NC(=O)c1ccc(C)cc1)C(=O)O (stereo unspecified)
  6%[38.3 µM]	-13%	5%	2.0%	2%	-9%[46.1 µM]	3%	-7%
> O=C1CCc2cc(S(=O)(=O)NC(Cc3ccccc3)C(=O)NCCC3=CCCCC3)ccc2N1 (stereo unspecified)
  7%[38.3 µM]	-5%	-1%	-0.2%	-9%	-9%[46.1 µM]	10%	-3%
> COc1ccc(CNC(=O)COC(=O)c2c(-c3c(F)cccc3Cl)noc2C)cc1OC
  14%[38.3 µM]	i	?	0.0%	-16%	-13%[46.1 µM]	8%	-1%
> COc1cccc(OC)c1NC(=O)CN1CCC(NC(=O)c2cccc(F)c2)CC1
  3%	i	14%	0.0%	4%	-5%[46.1 µM]	8%	-3%
> Cc1ccc(Cl)cc1NC(=O)N[C@@H](C)C(=O)O
  2%[38.3 µM]	-7%	3%	-1.1%	-9%	0%[46.1 µM]	2%	-5%
> Cc1cc(N2CCN(c3ccccc3)CC2)n2cc(-c3ccccc3)nc2n1
  3%[38.3 µM]	-11%	?	-1.9%	-10%	?	10%	-5%
> CC(=O)Nc1cc(S(=O)(=O)Nc2ccc(C)cc2)c(C)cc1C
  -10%[38.3 µM]	-1%	5%	-1.7%	-27%	-16%[46.1 µM]	8%	3%
> COc1ccc(OCC(=O)NNC(=O)c2cccc(O)c2)cc1
  -3%	0%	2%	-0.2%	.	23%	5%	.
> Cc1ccc([N+](=O)[O-])cc1S(=O)(=O)N1CCN(C)CC1
  13%	10%	0%	-4.5%	-4%	12%	2%	4%
> Cc1ccc(S(=O)(=O)Nc2ccc3c(c2)c2c(n3S(=O)(=O)c3ccc(C)cc3)CCCC2=O)cc1
  -6%	-1%	5%	-3.2%	-5%	-6%	4%	1%
> COc1ccc(Nc2n[nH]c(C)c2[N+](=O)[O-])cc1
  5%	11%	-1%	1.3%	29%	11%	4%	-3%
> Cc1ccc(N(Cc2ccc(C(=O)NN=C3CCN(C)CC3)cc2)S(C)(=O)=O)cc1C
  2%	-12%	21%	0.9%	-16%[1.84 µM]	15%	1%	-1%
> COc1ccc2c(c1)C(=O)[C@H](OC(=O)Nc1ccc(OC(F)F)cc1)[C@@H](c1ccc(OC)c(Br)c1)O2
  0%	-12%	?	0.0%	0%	.	2%	0%
> CCCOC(=O)c1c(-c2ccccc2)nc(CC)c(C(=O)SCC)c1CCC
  5%	-1%	-6%	-1.2%	-24%	?	9%	-1%
> Cc1ccc(NC(=O)C(=O)NCCN2CCN(S(=O)(=O)c3ccccc3)CC2)cc1C
  5%	-1%	14%	-0.7%[10.1 µM]	-16%	2%	1%	2%
> CS(=O)(=O)N(Cc1ccc(C(=O)NCCSc2ccccn2)cc1)c1ccccc1
  0%	-4%	-1%	1.0%	-30%	-4%[46.1 µM]	2%	2%
> CCCCOc1ccc(C(=O)Nc2ccc(N3CCN(C(=O)C(C)C)CC3)cc2)cc1
  23%[38.3 µM]	0%	?	0.0%	-57%[inhibitor]	0%[46.1 µM]	-5%	2%
> O=C(NCCCn1ccnc1)c1cccc(S(=O)(=O)N2CCCCCC2)c1
  6%[38.3 µM]	i	5%	-0.3%	-47%[inhibitor]	?	-1%	2%
> NC(=O)[C@H]1CC2(CC(c3cccc(NC(=O)COc4ccc(Cl)cc4)c3)=NO2)CN1C(=O)c1ccccc1C(=O)c1ccccc1 (stereo partly specified)
  .	-9%	4%	-1.9%	.	-29%	2%	.
> CC1CCCC(NC(=O)C2CCCN2S(=O)(=O)c2cccc3nsnc23)C1C (stereo unspecified)
  4%[38.3 µM]	-13%	6%	-0.3%	-9%	-19%[46.1 µM]	11%	0%

The results go on.
Sequence of screens – IMPase Li inh	RECQ1 helicase	JMJD2E inh	Epigenetic derep	SMN2 splice up	NPSR antagonist	GoLoco inh red	Luc counter
> CN(C)CCCNC(=O)c1cc(S(=O)(=O)N2CCOCC2)ccc1F
  24%[38.3 µM]	-11%	7%	-1.0%	27%	6%[46.1 µM]	17%	-3%
> CC(=O)NCCn1c(SCC(=O)NCC2CCCO2)nc2ccccc2c1=O (stereo unspecified)
  2%	-19%	6%	1.8%	-6%	0%[46.1 µM]	11%	-3%
> CCOC(=O)CC1COCCN1Cc1cn[nH]c1-c1cc(OC)c(OC)c(OC)c1 (stereo unspecified)
  .	-2%	-1%	3.2%	.	9%	7%	.
> O=C(CCl)N1c2ccccc2OCC1c1ccccc1 (stereo unspecified)
  24%	-3%	1%	1.0%	-109%[inhibitor]	?	-12%	3%

Results in NPSR antagonist and Epigenetic derep (two entries from above):
compound | NPSR antagonist | Epigenetic derep
CC(=O)NCCn1c(SCC(=O)NCC2CCCO2)nc2ccccc2c1=O (stereo unspecified) | 0%[46.1 µM] | 1.8%
CCOC(=O)CC1COCCN1Cc1cn[nH]c1-c1cc(OC)c(OC)c(OC)c1 (stereo unspecified) | 9% | 3.2%

From PubChem
